ALOX12 inh = inhibitors of human 12S-lipoxygenase ALOX12; P18054; purified 12hLO, xylenol orange hydroperoxide absorbance; AID 1671190; 1.1% of 580,000 active; Potency, µM (highest dose often 108 µM), for inactives: at the highest dose activity change, negative = inhibition, actives largely listed as inhibitors; note: % is set by controls: 0 for no effect and ±100 for the full control effect
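Purified human 12hLO at 150 nM in 25 mM Hepes, 0.01% Triton X-100, pH 7.0, preincubated 15 min at room temperature with compound. Reaction started with 40 uM arachidonic acid, 30 min at room temperature. Hydroperoxide measured by Fe-xylenol orange, 573/405 nm absorbance ratio.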
JMJD2A Tudor inh = JMJD2A Tudor domain (human) inhibition; AID 504339; 4.4% of 390,000 active; Potency, µM (top dose mostly 114 µM), for inactives: top-dose activity change, negative = inhibition, most hits filed as inhibitors; AlphaScreen JMJD2A-Tudor / H3K4me3 peptide binding; O75164; note: % is set by controls: 0 for no effect and ±100 for the full control effect; nearly all actives have a fitted effect of over 50% in size
ERG-DNA inh = blocks human ERG Ets domain binding to DNA | Potency, µM (doses to about 76.9 µM), without a hit: at the top dose FP activity, negative = inhibition, actives largely listed as inhibitors | 0.028% of 370,000 active | fluorescence polarization, His-ERG Ets domain / labelled DNA | P11308; active = well fitted inhibition curve with a large enough effect in the polarisation, with a control signal flat; inconclusive = small, poorly fitted or top-dose-only effect, or effect the other way, or a change in a side signal; inactive = no such curve, though single readings can be large or run the other way; the % refers to the polarisation;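 note: polarization taken with two DNA probes labelled with fluorescein and Texas red; % of control where 0% means no effect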
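His-tagged ERG Ets domain (1 uM in the protein solution; 300mM KCl, 50mM Tris-HCl, 1mM EDTA, 1mM DTT, pH 7.5) received compound, then a probe mix of 5 nM fluorescein-DNA and 100nM Texas-615-DNA. Fluorescence polarization was read for both dyes.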
HP1b chromo inh = HP1-beta chromodomain-methylated histone interaction inhibition. 0.56% of 390,000 active. AlphaScreen HP1-beta / biotin-H3K9me3 peptide binding. Potency, µM (doses to about 114 µM), without a hit: at the top dose activity change, negative = inhibition, actives largely listed as inhibitors; note: nearly all actives have a fitted effect of over 70% in size; inactives centre near 23
Target sequence (P83916 whole entry, looked up): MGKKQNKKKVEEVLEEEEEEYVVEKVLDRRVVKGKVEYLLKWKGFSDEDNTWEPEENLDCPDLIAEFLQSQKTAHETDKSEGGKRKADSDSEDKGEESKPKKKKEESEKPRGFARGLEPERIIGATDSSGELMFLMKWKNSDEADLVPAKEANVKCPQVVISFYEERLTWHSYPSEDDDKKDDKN
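AlphaScreen: HP1-beta (50 nM) preformed 30 min with biotin-H3(1-18)K9me3 peptide (50 nM) in PBS pH 7.4, 0.01% Tween-20. Compound added for 30 min at RT, then streptavidin donor/nickel chelate acceptor beads (10 ug/mL) for 30 min.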
rTrxR1 inhibitor = blocks rat thioredoxin reductase 1. recombinant rTrxR1, NADPH fluorescence consumption, selenite substrate. Potency, µM (top dose mostly 114 µM), for inactives: at the highest dose activity change, negative = inhibition, usual class: inhibitors. 1% of 390,000 active; note: % is set by controls: 0 for no effect and ±100 for the full control effect; nearly all actives have a fitted effect of over 65% in size
Target sequence (O89049 whole entry, looked up): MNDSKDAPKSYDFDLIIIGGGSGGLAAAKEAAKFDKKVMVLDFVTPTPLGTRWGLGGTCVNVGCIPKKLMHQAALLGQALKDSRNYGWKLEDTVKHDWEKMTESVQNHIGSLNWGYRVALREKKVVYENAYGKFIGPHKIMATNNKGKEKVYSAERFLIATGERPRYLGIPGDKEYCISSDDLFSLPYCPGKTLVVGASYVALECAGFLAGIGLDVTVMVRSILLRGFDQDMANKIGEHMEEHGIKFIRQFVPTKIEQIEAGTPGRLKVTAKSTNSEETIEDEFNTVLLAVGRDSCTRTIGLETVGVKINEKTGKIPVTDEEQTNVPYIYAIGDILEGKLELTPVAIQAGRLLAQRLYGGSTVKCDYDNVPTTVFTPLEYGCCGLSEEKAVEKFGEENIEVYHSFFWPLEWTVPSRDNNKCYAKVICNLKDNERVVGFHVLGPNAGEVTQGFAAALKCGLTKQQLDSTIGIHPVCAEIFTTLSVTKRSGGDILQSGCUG
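Rat TrxR1 (90 nM in the dispensed reagent) was pre-reduced with 400 uM NADPH for 5 min at room temperature, then incubated with compound for 15 min. After 400 uM selenite was added, NADPH fluorescence (Ex 340/Em 450 nm) was followed for 8 min.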
RGS4 inh = inhibitors of human regulator of G protein signaling 4; P49798; Transcreener GDP fluorescence polarization, RGS4-accelerated GTP hydrolysis; Potency, µM (top dose mostly 114 µM), inactives show top-dose activity change, negative = inhibition, hits mostly inhibitors; 0.039% of 390,000 active; note: % is set by controls: 0 for no effect and ±100 for the full control effect; nearly all actives have a fitted effect of over 75% in size; some results filed as inactive show a strong effect at the top dose
Target sequence (P49798 whole entry, looked up): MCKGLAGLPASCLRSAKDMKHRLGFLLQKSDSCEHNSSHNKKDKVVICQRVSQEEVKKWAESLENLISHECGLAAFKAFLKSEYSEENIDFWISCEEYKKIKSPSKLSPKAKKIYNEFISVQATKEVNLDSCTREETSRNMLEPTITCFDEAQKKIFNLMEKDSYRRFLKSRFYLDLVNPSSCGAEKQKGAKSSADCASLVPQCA
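MLSMR compounds (23 nl, pin-transferred) preincubated 10 min at room temperature with a 500nM (2x) first reagent, then RGS4 at 900nM (2x) plus Transcreener GDP mix added; fluorescence polarization (620/688 nm) read before and after 90 min at 30 °C.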
PGK inhibitor = blocks T. brucei phosphoglycerate kinase; Potency, µM (series often up to 57.5 µM), for the others: top-dose activity change, negative = inhibition, most hits filed as inhibitors; 0.043% of 380,000 active; PGK/GAPDH coupled, Kinase-Glo luminescence, 60 min; AID 602233; P07378; note: % is set by controls: 0 for no effect and ±100 for the full control effect; nearly all actives have a fitted effect of over 60% in size
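Luminescent ATP detection (Kinase-Glo Plus) follows a 60-minute room-temperature incubation, with wells lacking PGK as controls. Buffer: 100 mM TEA (pH 7.6), 5 mM MgCl2, 0.01% Tween-20. Coupling enzyme GAPDH (100 nM final) supplies unstable 1,3-BPG in-well.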
Pin1 inhibitor = inhibitors of human Pin1; Pin1 FP peptide displacement, HiFluor488, 10 min; 0.009% of 390,000 active; Potency, µM (series often up to 115 µM), for inactives: top-dose activity, negative = inhibition, actives largely listed as inhibitors; AID 504891; active = well fitted inhibition curve with a large enough effect in the polarisation, with a control signal flat, not every such curve was filed as active; inconclusive = small, poorly fitted or top-dose-only effect, or effect the other way, or a change in a side signal; inactive = no such curve, though single readings can be large or run the other way; the % refers to the polarisation; note: % is set by controls: 0 for no effect and ±100 for the full control effect
Target sequence (Q13526 whole entry, looked up): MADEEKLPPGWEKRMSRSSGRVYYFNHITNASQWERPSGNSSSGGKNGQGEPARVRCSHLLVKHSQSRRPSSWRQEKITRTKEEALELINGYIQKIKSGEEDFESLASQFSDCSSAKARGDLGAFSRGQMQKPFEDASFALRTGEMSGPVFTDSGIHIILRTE
GLS inh = glutaminase GLS (human) inhibition | GLS enzymatic activity, qHTS titration | Potency, µM (highest dose often 45.5 µM), for inactives: at the highest dose activity change, negative = inhibition, most hits filed as inhibitors | 0.21% of 410,000 active | AID 624170; note: % is set by controls: 0 for no effect and ±100 for the full control effect
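hKGA in 45 mM KH2PO4 (pH 8.2), 0.02% Tween-20 with compound, then 1mM L-Glutamine (stock as added) plus glutamate oxidase/HRP/Amplex red coupling mix. Fluorescence read initially and after 30 min at RT; signal change reflects glutamate formation.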
Starred values were filed as active, the others as inactive; i = inactive; ? = inconclusive; · = no result given; & = joins results of further samples; [ ] = another dose, or the depositor's remark. Unless noted, calls come from the whole dose curve; as a rule, active = well fitted curve in the direction sought with a large enough effect; inconclusive = small, poorly fitted or top-dose-only effect, or another doubt; inactive = no such curve, though single readings can be large; an effect the other way counts as inactive or inconclusive. Potency is the fitted concentration of half-maximal effect. These rows are one share of the data, so the mix of outcomes need not match the whole.

entry	smiles	ALOX12 inh	JMJD2A Tudor inh	ERG-DNA inh	HP1b chromo inh	rTrxR1 inhibitor	RGS4 inh	PGK inhibitor	Pin1 inhibitor	GLS inh
1	CC(C)c1ccc(NC(=O)CNC(=O)Cn2cnc3ccccc3c2=O)cc1	2%	0%	16%	31%	16%	-18%	7%	-1%	-2%
2	c1ccc(CNc2ncnc3c2cnn3Cc2ccccc2)cc1	26%	-7%	·	18%	10%	21%	-4%[11.5 µM]	0%	8%
3	CCCc1c(C(=O)OCC)nnc2c(-c3ccccc3)c(C)nn12	-3%&-17%	-8%	5%	35%	-15%[11.4 µM]	7%	i	12%	4%
4	COc1cccc(N2CC(C(=O)Nc3c(C)cccc3C)CC2=O)c1 (stereo unspecified)	110%	-14%	-8%	40%[activator]	17%	-30%	-8%	4%	-4%
5	CN(CC(=O)Nc1ccccc1Cl)C(=O)CSc1nncs1	-4%	-8%	-9%	35%	5%	2%	i	-7%	-4%
6	O=C(COc1ccc2ccc(=O)oc2c1)NC1CCS(=O)(=O)C1 (stereo unspecified)	?	-6%	-9%	6%	19%	10%	-5%	1%	-12%
7	COc1cc2c(cc1OC)C(C1(O)CCCCC1)NCC2 (stereo unspecified)	4%	-16%	1%	17%	5%[57.1 µM]	16%	-9%	2%	7%
8	COc1ccc(Br)cc1CNC(=O)C1CCCN(S(=O)(=O)N2CC(C)CC(C)C2)C1 (stereo unspecified)	3%	-9%	7%	58%[activator]	-15%	-17%[56.9 µM]	11%	?	0%
9	Cc1cc(=O)oc(C)c1C(=O)NCCC(C)C	26%	-5%	0%	25%	-13%	-3%	-5%	-8%	4%
10	Cc1nnc(NC(=O)C2CCN(S(=O)(=O)c3ccc(F)c(F)c3)CC2)o1	-1%	50µM*	-1%	29%	12%	-23%	i	4%	14%
11	CC(C)(C)N(Cc1cc2ccccc2[nH]c1=O)C(=O)c1cccnc1	0%	-6%	8%	7%	-12%	-18%	-6%	-2%	2%
12	COc1ccc(C(=O)NNC(=S)NC(=O)C(C)(C)C)cc1	-26%	-12%	-1%	21%	?	-15%	4%	-2%	-5%

Copied from the list.
Reading of CC(C)(C)N(Cc1cc2ccccc2[nH]c1=O)C(=O)c1cccnc1 under ALOX12 inh: 0%
Reading of Cc1nnc(NC(=O)C2CCN(S(=O)(=O)c3ccc(F)c(F)c3)CC2)o1 under ERG-DNA inh: -1%
Reading of COc1ccc(C(=O)NNC(=S)NC(=O)C(C)(C)C)cc1 under ALOX12 inh: -26%
Reading of O=C(COc1ccc2ccc(=O)oc2c1)NC1CCS(=O)(=O)C1 (stereo unspecified) under PGK inhibitor: -5%
Reading of Cc1cc(=O)oc(C)c1C(=O)NCCC(C)C under HP1b chromo inh: 25%
Reading of c1ccc(CNc2ncnc3c2cnn3Cc2ccccc2)cc1 under RGS4 inh: 21%

Next results
entry	smiles	ALOX12 inh	JMJD2A Tudor inh	ERG-DNA inh	HP1b chromo inh	rTrxR1 inhibitor	RGS4 inh	PGK inhibitor	Pin1 inhibitor	GLS inh
13	N#Cc1nc(Cc2ccccc2)oc1NCCCn1ccnc1	13%	?	·	25%	-2%	12%	5%	-2%	20%
14	COc1cccc(CNC(=O)C(NS(=O)(=O)c2cccs2)C(C)C)c1 (stereo unspecified)	-18%	-12%	14%	42%[activator]	16%	-19%	-3%	0%	7%
15	CCc1cccc(NC(=O)CCCN2C(=O)C(c3ccccc3)Oc3cccnc32)c1 (stereo unspecified)	1%	-15%	-3%	27%	19%	4%	-9%	-2%	-22%
16	O=C(NCCCN=C1NS(=O)(=O)c2ccccc21)c1ccc(S(=O)(=O)N2CCCCC2)cc1	-7%	-15%	-3%	7%	23%	5%	-6%	2%	2%
17	Nn1cc(-c2ccccc2)nc1SCC(=O)N1CCN(S(=O)(=O)c2ccccc2)CC1	-2%	-21%	1%	9%	-9%	-21%	0%	-10%	0%
18	CCOC(=O)Cc1c(C)nc2cc(-c3ccc(C(C)(C)C)cc3)[nH]n2c1=O	3%	-6%	1%	25%	19%	11%	0%	0%	0%
19	C/C(=N\NC(=S)NC1CCCCC1)c1ccc(Cl)c(Cl)c1	-17%	-25%	4%	34%	0%	-26%	-1%	1%	-3%
20	CCC(C)C(NC(=O)OC(C)(C)C)C(=O)NC(C)C(N)=O (stereo unspecified)	0%	-8%	-6%	50%[activator]	-1%	-17%	0%	0%	0%
21	CN(c1ccccc1C(=O)Nc1ccc2c(c1)OCCO2)S(C)(=O)=O	0%	-21%	10%	5%	-11%	-18%	i	-5%	-14%
22	COCCN(Cc1ccccc1)C(=S)Nc1ccc(Cl)cc1	49%[activator]	36%[activator]	7%	87%[activator]	29%	-23%	-1%	8%	-4%
23	CS(=O)(=O)N1c2ccccc2[C@]2([C@@]34C[C@H]5C(=O)N[C@@H](Cc6ccccc6)C(=O)N5[C@@H]3N(S(C)(=O)=O)c3ccccc34)C[C@H]3C(=O)N[C@@H](Cc4ccccc4)C(=O)N3[C@H]12	-6%	-25%	-4%	17%	28%	9%	-10%	1%	8%
24	COC(=O)c1cc(NC(=O)Nc2ccccc2OC)cc(C(=O)OC)c1	0%	-5%	0%	33%	-5%	-7%	i	-1%	-14%
25	CC(C)(C)NC(=O)CSc1nnc(NC(=O)CCn2cnc3ccccc3c2=O)s1	0%	25µM*	-11%	21%	26%[57.1 µM]	22%[11.4 µM]	i	-10%	-1%
26	COc1ccc(CNC(=O)CN(C(=O)CCC(=O)Nc2ccccn2)c2cccc(C)c2)cc1	-21%	-16%	4%	14%	20%	11%	-5%	0%	0%
27	CCOc1ccc(S(=O)(=O)N2CCN(C(=O)c3ccc(C)c(S(=O)(=O)N4CCOCC4)c3)CC2)cc1	249%[activator]	-18%	-13%[15.4 µM]	14%	10%	-34%	i	0%	-3%
28	Cc1ccc2c(=O)cc(C(=O)NCCc3ccc(S(N)(=O)=O)cc3)oc2c1C	-2%	-20%	3%	62%[activator]	3%	-23%[56.9 µM]	0%	7%	0%
29	O=C1C=C(O)c2[nH]c(=O)ccc2C1=O	-52%	10µM*	-4%	-10%	-12%[57.1 µM]	-31%	-11%	·	?
30	CC(=O)Nc1cccc(N2C(=O)CC(Cc3ccccc3)C2=O)c1 (stereo unspecified)	-2%	-10%	1%	16%	-4%	-11%	1%	-4%	10%
31	CC(C)(C)[C@H]1C=C(C(=O)NC2CC2)O[C@@H](OCc2ccc(CO)cc2)C1	7%	-9%	-3%	37%	2%[57.1 µM]	13%	-7%	9%	-2%
32	COc1ccc(NC(=O)C2C3C=CC(C3)C2C(=O)NCc2ccccn2)c(OC)c1 (stereo unspecified)	26%	50µM*	-8%	-16%	3%	?	20%	-4%	26%
33	COc1ccccc1Nc1nc(N)nc(CSC(=S)N2CCCCC2C)n1 (stereo unspecified)	-23%	-28%	1%	-1%	8%[57.1 µM]	-13%	-6%	0%	8%
34	O=C(O)c1ccc(C=NNC(=O)c2cccc3ccccc23)cc1	3%	1%	1%	34%	14%[11.4 µM]	4%	-3%	6%	-1%
35	COc1ccc(C(=O)NCC(=O)N2CC=C(c3ccccc3)CC2)cc1OC	?	-16%	?	13%	25%	7%	-8%	0%	3%
36	O=C(Nc1ccc(Cl)c(Cl)c1)Nc1ccc(N2CCCC2)c(S(=O)(=O)Nc2ccccc2Cl)c1	-6%	-25%	-5%	29%	9%	9%	4%	1%	5%
37	COc1ccc(/C=C/c2nc3ccccc3n2C)cc1	1%	36%[activator]	1%	76%[activator]	9%[57.1 µM]	-15%	?	-4%	-14%
38	O=C(O/N=C1\CCCc2ccccc21)c1cccc(Cl)c1	0%	84%[activator]	-5%	170%[activator]	-5%	-27%	1%	-2%	1%
39	Cc1ccc(C)c(OCC(=O)Nc2ccc3c(c2)OCO3)c1	?	-23%	·	8%	-4%	-19%	-1%	0%	6%
40	COc1ccc(-c2nn(CCC#N)cc2C=C(C#N)C#N)cc1	3%	-1%	-1%	40%[activator]	?	1%	-5%	-2%	17%
41	CCOc1ccccc1C1CC(=O)NC(C)=C1C(=O)OC1CCCCCC1 (stereo unspecified)	0%	-21%	8%	15%	14%	20%	0%	?	2%
42	COC(=O)c1c(NC(=O)COc2c(C)ccc(C)c2C)sc2c1CCC(C)C2 (stereo unspecified)	-15%	-7%	-2%	16%	10%	-28%	-4%	5%	0%

4 consecutive compounds out of the list so far, quoted:
entry	smiles	ALOX12 inh	JMJD2A Tudor inh	ERG-DNA inh	HP1b chromo inh	rTrxR1 inhibitor	RGS4 inh	PGK inhibitor	Pin1 inhibitor	GLS inh
39	Cc1ccc(C)c(OCC(=O)Nc2ccc3c(c2)OCO3)c1	?	-23%	·	8%	-4%	-19%	-1%	0%	6%
40	COc1ccc(-c2nn(CCC#N)cc2C=C(C#N)C#N)cc1	3%	-1%	-1%	40%[activator]	?	1%	-5%	-2%	17%
41	CCOc1ccccc1C1CC(=O)NC(C)=C1C(=O)OC1CCCCCC1 (stereo unspecified)	0%	-21%	8%	15%	14%	20%	0%	?	2%
42	COC(=O)c1c(NC(=O)COc2c(C)ccc(C)c2C)sc2c1CCC(C)C2 (stereo unspecified)	-15%	-7%	-2%	16%	10%	-28%	-4%	5%	0%

High-throughput results as filed in PubChem.
